# TbREL1 inh: TbREL1 RNA ligase inhibitors, primary screen, biochemical, FRET fluorescence | TbREL1 RNA ligation | inhibition, % at 9.66 µM | 0.49% of 89,000 active;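 active means inhibition above the mean inhibition across all screened compounds plus 3 SD, cut at about 11% in these data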;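 further: 0% = plate median of test wells and 100% = NSC42067 control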
# Target sequence (P86926 whole entry, looked up): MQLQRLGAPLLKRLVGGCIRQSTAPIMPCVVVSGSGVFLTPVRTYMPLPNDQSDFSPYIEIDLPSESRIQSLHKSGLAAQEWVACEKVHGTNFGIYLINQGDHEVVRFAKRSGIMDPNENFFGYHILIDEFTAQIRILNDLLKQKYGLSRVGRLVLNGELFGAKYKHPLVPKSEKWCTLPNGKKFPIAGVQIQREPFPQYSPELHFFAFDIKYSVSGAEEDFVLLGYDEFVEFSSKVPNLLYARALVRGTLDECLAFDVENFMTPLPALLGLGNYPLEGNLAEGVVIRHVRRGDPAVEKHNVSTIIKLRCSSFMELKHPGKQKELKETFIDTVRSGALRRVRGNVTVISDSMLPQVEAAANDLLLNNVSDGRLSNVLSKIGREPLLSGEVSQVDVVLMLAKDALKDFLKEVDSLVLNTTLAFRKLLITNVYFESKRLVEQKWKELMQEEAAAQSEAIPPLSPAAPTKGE
# * = called active by the depositor.
Structure	TbREL1 inh
CCOc1cc(-c2sc(Nc3cc(C)ccc3OC)n[n+]2-c2ccccc2)ccc1OC	-3
O=C(N/N=C/c1ccc(-c2ccccc2)o1)c1ccccc1O	3
C=CCc1c(C)nc(C)nc1N/N=C/c1ccc(F)cc1	-1
C#CCOCCOCCOCCNc1nc(N2CCN(C(=O)[C@H](CO)n3cc([C@@H](N)C(C)C)nn3)CC2)nc(N2CCN(C(=O)[C@H](CCCCN)n3cc([C@@H](N)[C@H](C)CC)nn3)CC2)n1	7
N#Cc1c2c(c(NCc3ccco3)n3c1nc1ccccc13)CCC2	-3
Cc1nc(C(F)(F)F)ccc1C(=O)N1CCC1(C)C(=O)NS(=O)(=O)c1ccc2ccccc2c1 (stereo not drawn)	3
CC(C)(C)OC(=O)NCCCCCNC(=O)c1[nH]cnc1C(=O)Nc1ccccc1	-2
COc1cc(Nc2cc(C)n(-c3ccc(Cl)c(OC)c3)c(=O)c2)ccc1Cl	3
O=C(Nc1cccc(S(=O)(=O)N2CCCCC2)c1)c1cc2ccccc2o1	1
O=C(Nc1ccc2c(c1)OCCO2)C(c1ccnc2ccccc12)N1CCN(c2ccc(F)cc2)CC1 (stereo not drawn)	-1
CCOc1cc(NS(=O)(=O)c2ccc(OC)cc2)c(OCC)cc1NC(=O)c1ccco1	-2
CCOC(=O)C1CCCN(c2c(NCCN3CCCCC3C)c(=O)c2=O)C1 (stereo not drawn)	-1
COc1ccc(-c2nnc(SCC(=O)c3cccs3)o2)c(OC)c1	-2
COC(=O)c1oc2ccc(Cl)cc2c1NC(C)=O	0
COc1ccc(C(C)=O)c(Oc2ccc(S(=O)(=O)N3CCOCC3)cn2)c1	0
CC(C)[C@H](NS(=O)(=O)c1ccc(F)cc1F)C(=O)N1CCC[C@H]1C(=O)NCCc1ccccc1Cl	-3
O=[N+]([O-])c1ccc(-n2nnnc2CN2CCOCC2)cc1	-2
O=C1CCC(CNc2ccccc2)N1c1ccccc1 (stereo not drawn)	-6
CCOc1ccc(-n2c(SCC(=O)Nc3cc(C)on3)nc3c(c2=O)SCC3)cc1	5
O=C(Nc1cnc2ccccc2c1)c1ccncc1	2
COc1ccc(CCNC(=O)CSc2nnc(-c3ccccc3)o2)cc1OC	-2
CN(C)/C=C1/C(=O)N(c2ccc([N+](=O)[O-])cc2)N=C1c1ccccc1	-1
CCc1ccccc1NC(=O)c1cc(-c2ccc(F)cc2)on1	8
O=C(NC1CCCCN(Cc2ccc(Cl)cc2)C1=O)c1cccc(F)c1 (stereo not drawn)	7
CCCc1cc(C(=O)N2CCC(n3nccc3NC(=O)c3ccc(OC)cc3)CC2)no1	-1
CCc1c(O)nc(SCC(=O)Nc2ccccc2C)n(-c2ccc(C)cc2)c1=O	4
O=C(NC1CCSc2ccccc21)c1ccc(F)cc1 (stereo not drawn)	-2
CC(=O)Nc1ccc2nc(CN3CCN(Cc4ccc(F)cc4)C(CCO)C3)ccc2c1 (stereo not drawn)	2
COc1ccc(S(N)(=O)=O)cc1C(=O)OCC(=O)N1CCCC(C)C1 (stereo not drawn)	3
N/C(=N\OC(=O)c1ccc(Cl)cc1)c1ccccn1	0

# Reprinted from the part before: 2 entries, followed by the next part.
Structure	TbREL1 inh
COc1ccc(S(N)(=O)=O)cc1C(=O)OCC(=O)N1CCCC(C)C1 (stereo not drawn)	3
N/C(=N\OC(=O)c1ccc(Cl)cc1)c1ccccn1	0
CCN(CC)CCOc1ccc(C=NNc2nc3c([nH]2)c(=O)n(C)c(=O)n3C)cc1	5
O=C(NNc1ccccc1)C(=O)N1CCCCC1	-2
COc1cc(-c2n[nH]c(=S)n2-c2ccc(Br)cc2)cc(OC)c1OC	-5
COc1ccc(-c2nn(CC(=O)N(C)C)c(=O)c3ccccc23)cc1	7
C(=C\c1ccccc1)/CN1CCN(C(c2cccc3ccccc23)c2nnnn2-c2ccc3c(c2)OCCO3)CC1 (stereo not drawn)	-5
COc1ccc(N2CCN(C(=O)COC(=O)CSc3ccccc3)CC2)cc1	-4
COC(=O)[C@]12CCCCC=C1N(CCC1=CCCCC1)C(=O)[C@H](CC(=O)NCc1ccccc1)C2	-3
CCOC(=O)c1c(NC(=O)COc2ccccc2C#N)sc2c1CC(C)(C)NC2(C)C	6
COC(=O)c1ccc(CNC(=O)COC(=O)c2ccccc2-c2ccccc2)cc1	-1
Cc1ccc(C(=O)Nc2ccc([N+](=O)[O-])cn2)o1	3
Nc1nc2ccccc2n1S(=O)(=O)c1ccc([N+](=O)[O-])cc1	0
Cc1ccc(C(=O)OCC(=O)Nc2ccc(C)c(S(=O)(=O)N3CCCCC3)c2)c(O)c1	6
COc1ccc2nc(N3C(=O)CC(Cc4ccc(C)cc4)C3=O)sc2c1 (stereo not drawn)	0
CCOc1ccc(C(=O)Oc2ccc(NC(C)=O)cc2)cc1	-2
COC(=O)CNC(=O)CNC1(C(=O)NCCc2c[nH]c3ccccc23)CCCCC1	-5
OCC[C@@H]1C[C@H](O)[C@@H](O)[C@@]2(Cc3ccccc3CCO2)O1	4
O=C(CN1C(=O)c2ccccc2C1=O)N1CCN(C2c3ccccc3-c3ccccc32)CC1	-1
O=C(OCC(=O)N1CCOCC1)c1ccccc1Br	-2
O=C(COc1cccc2cccnc12)N/N=C1\SCC(=O)N1Cc1ccccc1	-5
O=C(CSc1ccc([N+](=O)[O-])cn1)Nc1nccs1	2
CCCCNC(=O)OC1CC2CC1[C@H]1CCCCN1C2=O (stereo partly drawn)	0
O=C(CCN1C(=O)[C@@H]2Cc3ccccc3CN2C1=O)Nc1cccc(F)c1	-1
Cc1ccc(-n2c(Cc3cccn3C)nnc2SCC(=O)Nc2cc(C)on2)cc1	-6
CC(=N\Nc1ccccc1)/C(=N/O)C(=O)Nc1ccccc1	-1
c1ccc2c(-c3ccncc3)c[nH]c2c1	1
COc1cccc(-n2c(SCc3c(C)noc3C)nnc2-c2cccc(S(=O)(=O)N(C)C)c2)c1	0
COc1cccc(CNc2nc(SC)ncc2CO)c1	3
CCOC(=O)c1c(NC(=O)CCS(=O)(=O)c2ccccc2)sc2c1CCN(C(C)C)C2	-3
COc1ccc(-n2c(Cc3cccn3C)nnc2SCC(=O)Nc2cccc(Cl)c2)cc1	-6
CCOCCCNC(=O)C1CCN(S(=O)(=O)c2cc3c(cc2Br)CCN3C(=O)CC)CC1	-2

# An excerpt from above in order of the TbREL1 inh value, rising.
Compound	TbREL1 inh
Cc1ccc(-n2c(Cc3cccn3C)nnc2SCC(=O)Nc2cc(C)on2)cc1	-6
C(=C\c1ccccc1)/CN1CCN(C(c2cccc3ccccc23)c2nnnn2-c2ccc3c(c2)OCCO3)CC1 (stereo not drawn)	-5
CCOc1ccc(C(=O)Oc2ccc(NC(C)=O)cc2)cc1	-2
O=C(CCN1C(=O)[C@@H]2Cc3ccccc3CN2C1=O)Nc1cccc(F)c1	-1
Nc1nc2ccccc2n1S(=O)(=O)c1ccc([N+](=O)[O-])cc1	0
OCC[C@@H]1C[C@H](O)[C@@H](O)[C@@]2(Cc3ccccc3CCO2)O1	4
Cc1ccc(C(=O)OCC(=O)Nc2ccc(C)c(S(=O)(=O)N3CCCCC3)c2)c(O)c1	6

# Additional structures follow.
Structure	TbREL1 inh
O=C(NCCN1C(=O)C2C3C=CC(C3)C2C1=O)Nc1cccnc1 (stereo not drawn)	-1
O=C(COC(=O)c1n[nH]c(=O)c2ccccc12)Nc1cccc(S(=O)(=O)N2CCOCC2)c1	-2
CCOc1ccc(Nc2nc3ccccc3n3cnnc23)cc1	2
Cc1ccc(S(=O)(=O)N(CC(=O)NCc2ccco2)Cc2ccc(F)cc2)cc1	-1
CCCOC(=O)c1cc2ccccc2oc1=O	-1
c1ccc(-c2n[nH]c(-c3ccccn3)n2)nc1	0
CC(=O)N1c2ccccc2C(C)=CC1(C)C	-1
CCOC(=O)C1CSCCS(=O)(=O)N1Cc1ccc(F)cc1 (stereo not drawn)	0
CCOC(=O)Cn1cc(/C=C(\C#N)C(=O)N2CCOCC2)c2ccccc21	4
O=C(CC1C(=O)NCCN1Cc1cccc(F)c1)NC1CCCCCC1 (stereo not drawn)	5
C=CCN(CC=C)C(=O)c1cccc(S(=O)(=O)N2c3ccccc3CC2C)c1 (stereo not drawn)	0
COc1ccccc1OCC(=O)Nc1ccc(N2CCCCC2)cc1	-7
CCCc1cc(=O)[nH]c(SCC(=O)NCc2ccc3c(c2)OCO3)n1	-4
O=C(O)[C@H](Cc1ccccc1)NC(=O)[C@H]1O[C@@H](n2ccc(=O)[nH]c2=O)[C@H](O)[C@@H]1O	1
CCN1CCN(c2oc(/C=C/c3ccccc3)nc2C#N)CC1	-2
O=C(NCc1ccc2c(c1)OCO2)OCc1ccccc1	3
N#Cc1cccc(NC(=O)CNc2cccc(S(=O)(=O)N3CCCCC3)c2)c1	-1
CCn1c(SCC(=O)Nc2ccc(N(C)C)cc2)nnc1-c1cccc(C)c1	-5
Cc1cccc(C)c1OCc1nnc(SCC(=O)Nc2nccs2)o1	5
Cc1ccc([C@@H]2[C@@H]3C(=O)N(c4ccccc4)C(=O)[C@@H]3[C@]3(C)C(=O)N(Cc4ccc(-c5ccccc5)cc4)CC(=O)N23)o1	-1
COc1ccccc1C(=O)NNC(=O)C1CCCO1 (stereo not drawn)	2
O=S(=O)(c1cnc(Cl)c(Br)c1)N1CCCCCC1	5
CN1CCN(S(=O)(=O)c2cccc(C(=O)Nc3cc(C(N)=O)cc(C(N)=O)c3)c2)CC1	1
CC(C)=CCC/C(C)=C/CC/C(C)=C/COc1ccc2ccc(=O)oc2c1	-1
CSCCC(NC(=O)C1CC1)c1nc2ccccc2[nH]1 (stereo not drawn)	4
CC(=O)CC1(C)OC(N)=C(C#N)C1(C#N)C#N (stereo not drawn)	-3
COC(=O)CN1C(=O)C(O)(CC(=O)c2ccc(C)cc2)c2ccccc21 (stereo not drawn)	5
CN1C(C(=O)c2ccccc2)=C(N)c2ccccc2S1(=O)=O	-1
O=C(CNc1ccc(Br)cc1)Nc1ccc(S(=O)(=O)N2CCCCC2)cc1	4
CCOc1ccc(NC(=O)COC(=O)CCC(=O)c2cccs2)cc1	0
O=C(Nc1c2c(nn1-c1cccc(Cl)c1)CS(=O)(=O)C2)C1CC1	0
CN(C)CCCOc1ccc2c(c1)Sc1ccccc1CC2=O	2
O=C(NCc1ccc(Cl)cc1Cl)c1ccc2nc[nH]c2c1	0
CN(C)CC(=O)Nc1nc(-c2ccccc2)cs1	-5
O=C(Nc1cc(Oc2ccccc2)cc([N+](=O)[O-])c1)C12CC3CC(C1)CC(n1cnc(Cl)n1)(C3)C2	0
Cc1c(C(=O)NC2CCCc3ccccc32)oc2ccc(S(=O)(=O)N3CCOCC3)cc12 (stereo not drawn)	0
COC(=O)[C@H](Cc1ccccc1)NC(=O)NCc1ccccc1OC	2
O=C(Cn1nc(Cc2cccnc2)c2ccccc2c1=O)NCC1COc2ccccc2O1 (stereo not drawn)	0
O=C(CCCCCN1C(=O)c2ccccc2C1=O)Nc1nccs1	1
COc1ccccc1C1(CCN=Cc2ccc(N(C)C)cc2)CCOC(C)(C)C1 (stereo not drawn)	1
CCOC(=O)c1sc2cc([N+](=O)[O-])cc(SCC(=O)OC)c2c1N	-1
C[C@@H](C(O)c1ccccc1)N(C)C(=O)CCc1ccccc1 (stereo partly drawn)	5
COc1ccc(S(=O)(=O)N(C)C[C@H]2OCc3cnnn3CCCC(=O)N([C@H](C)CO)C[C@H]2C)cc1	4
COC(=O)CC1Oc2ccccc2N(Cc2ccc(C)cc2)C1=O (stereo not drawn)	0
COc1ccc(-n2nc(C(=O)NCC(=O)N(C)Cc3ccccc3)c3ccccc3c2=O)c(OC)c1	2
O=c1[nH]c2ccccc2c2nc(-c3cccc(S(=O)(=O)N4CCCC4)c3)nn12	0
Cc1nc(SCc2nc3ccc(Cl)cc3[nH]2)c2oc3ccccc3c2n1	0
CCc1ccc(N(C(=O)Cc2cccs2)C(C(=O)NC2CCCCC2)c2cn(C)nc2C)cc1 (stereo not drawn)	8
COC(=O)c1sccc1NC(=O)c1c(Cl)cccc1Cl	4
CC1CCN(CCc2nc3cc(NC(=O)C(C)C)ccc3n2C)CC1	1
COc1ccc(S(=O)(=O)Nc2ccc3c(c2)n(C)c(=O)n3C)cc1F	-4
CCc1nnc(NC(=O)CSc2nnc(-c3ccco3)n2CCOC)s1	-4
CCOc1ccc(S(=O)(=O)Nc2ccc(S(=O)(=O)N3CCCCC3)cc2)cc1	6
O=C(CN(Cc1ccccc1)S(=O)(=O)c1ccc(S(=O)(=O)N2CCOCC2)cc1)Nc1ccccc1	0
O=C(NCCc1ccccc1)NC1CCCCC1	6
CCCCN(C(=O)c1nn(C)c(=O)c2ccccc12)c1c(N)n(CC(C)C)c(=O)[nH]c1=O	0
COCC(=O)Nc1ccc(S(=O)(=O)NCCc2ccccc2)cc1	1
Cc1ccccc1CN[C@@H]1CC[C@@]23CCCN2C(=O)CCC[C@H]3C1	11
O=C(N/N=C/c1c(Nc2cccc(C(F)(F)F)c2)nc2ccccn2c1=O)c1ccccc1[N+](=O)[O-]	-1
Nc1ccc(Sc2cnn(-c3ccccc3)c(=O)c2Cl)cc1	5

# Later entries:
Structure	TbREL1 inh
O=C(Nc1ccc(Cl)c([N+](=O)[O-])c1)c1ccc(NCCCN2CCOCC2)c([N+](=O)[O-])c1	0
CN(C)CCCN(C(=O)c1cc2ccccc2oc1=O)c1nc2ccc(F)cc2s1	8
Cc1ccc2c(c1)N(CC(=O)NCC1CCCO1)C(=O)CO2 (stereo not drawn)	1
CCOC(=O)c1c(C)n(C)c2ccc(OC)c(NC(=O)CCN3CCSCC3)c12	3
COC(=O)c1sc(NC(=O)COc2cccnc2[N+](=O)[O-])c(C(=O)OC)c1C	6
Cc1cc(NC(=O)CC#N)n(-c2nc3ccccc3[nH]2)n1	-3

# Not all compounds are listed (hit frequency here may not be typical).
